# Compound activity: PubChem, PCMD
# FXIIa inh: blocks human coagulation factor XIIa activity; P00748; purified human FXIIa, AMC substrate fluorescence, 2 h; inhibition, % at 10 µM; actives 0.2% (n = 33,000); AID 701; in the data active = inhibition above about 30%;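 note: 0% = enzyme with vehicle only and 100% = no enzyme blank; many of its hits are not listed in these tables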
# FXIa inh: blocks human coagulation factor XIa activity; P03951; purified human FXIa, fluorogenic AMC substrate cleavage; inhibition, % at 10 µM; actives 0.3% (n = 33,000); AID 687;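 active = inhibition above 40% in the primary screen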;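 note: 0% = enzyme without compound and 100% = blank wells lacking enzyme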
# Target sequence (P03951 19-387 limits assumed): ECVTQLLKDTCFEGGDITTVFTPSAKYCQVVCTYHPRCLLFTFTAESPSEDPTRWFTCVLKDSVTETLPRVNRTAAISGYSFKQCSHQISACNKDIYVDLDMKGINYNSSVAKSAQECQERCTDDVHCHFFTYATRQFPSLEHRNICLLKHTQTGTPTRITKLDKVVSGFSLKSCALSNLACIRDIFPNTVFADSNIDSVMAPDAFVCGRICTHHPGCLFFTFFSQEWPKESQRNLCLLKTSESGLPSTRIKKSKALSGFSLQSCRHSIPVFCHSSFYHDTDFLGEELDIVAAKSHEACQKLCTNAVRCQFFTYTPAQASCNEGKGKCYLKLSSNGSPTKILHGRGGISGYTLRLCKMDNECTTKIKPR
# Target sequence (P03951 388-625 limits assumed): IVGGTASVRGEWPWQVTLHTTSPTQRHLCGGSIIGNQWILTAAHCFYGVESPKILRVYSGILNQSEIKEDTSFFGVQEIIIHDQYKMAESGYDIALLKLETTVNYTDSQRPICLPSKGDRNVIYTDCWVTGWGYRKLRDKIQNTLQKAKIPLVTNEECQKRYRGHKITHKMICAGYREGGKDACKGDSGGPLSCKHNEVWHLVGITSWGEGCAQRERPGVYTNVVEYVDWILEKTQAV
# * = called active by the depositor.
Structure | FXIIa inh | FXIa inh
CCOC(=O)C1CCCN(c2ncnc3c2[nH]c2cccc(OC)c23)C1 (stereo not given) | -6 | 0
O=C(C1c2ccccc2Oc2ccccc21)N1CCN(c2ccc(Cl)cc2)CC1 | -3 | -5
O=C(C1CCCN(Cc2ccccc2)C1)N1CCCCC1 (stereo not given) | -2 | -9
N#Cc1ccc(OCC(=O)NCCc2ccccn2)cc1 | 4 | -11
COc1ccc(C2(CNC(=O)CCC(=O)O)CCCC2)cc1OC | 8 | -1
O=C1CSC2=NCN(c3ccccc3)CN12 | 6 | 4
Clc1ccc(OCc2nn3c(C4CCCCC4)nnc3s2)c(Cl)c1 | 5 | -2
N=c1sccn1CC(=O)N1CCc2ccccc21 | 6 | -11
Cc1c(CCOC(=O)CC23CC4CC(CC(C4)C2)C3)sc[n+]1CC(=O)c1ccc(Br)cc1 | 4 | 9
O=C(O)C1C2C=CC3(CN(CC(O)COc4ccccc4)C(=O)C13)O2 (stereo not given) | 8 | -6
Clc1nnc(N/N=C/c2ccccc2)c2ccccc12 | 8 | 0
COc1ccc(-n2nccc2-c2nn(-c3cccc(OC)c3)c(=O)n(C)c2=O)cc1 | 1 | 1
CCOc1ccc(OCC)c(NC(=O)CCS(=O)(=O)c2ccc(Br)s2)c1 | 7 | 2
O=C(CCCSc1nc(-c2ccco2)cc(C(F)(F)F)n1)NCC1CCCO1 (stereo not given) | -14 | 1
O=C(Nc1ccc(N2CCN(C(=O)c3ccco3)CC2)cc1)c1ccc2c(c1)OCO2 | 1 | 2

# Next records
Structure | FXIIa inh | FXIa inh
Cc1oc2ccc(O)cc2c1C(=O)c1ccc(Cl)cc1 | 8 | -6
O=C(NCCCN1CCN(c2cccc(Cl)c2)CC1)C1(S(=O)(=O)c2ccc(Cl)cc2)CC1 | 4 | 1
NS(=O)(=O)c1ccc(CCNC(=O)C2CCCCC2)cc1 | -6 | -7
CCOC(=O)c1cnc2cc(-c3ccc(C)cc3)nn2c1-c1ccccc1 | 6 | 0
N/C(COc1ccccc1)=N\NC(=O)c1cccnc1Oc1ccccc1 | 7 | -6
Clc1ccc(CCNc2nc3ccccc3n3nnnc23)cc1 | 3 | 3
CC1(C)CC(=O)c2cn3nc(C(F)(F)F)nc3nc2C1 | 3 | -4
C/C(=N\NC(=O)c1[nH]c2c([N+](=O)[O-])cc(C)cc2c1-c1ccccc1)c1cccnc1 | 4 | 2
COc1ccccc1N1CCN(CC(=O)Nc2cc(F)ccc2C)CC1 | 1 | -1
CN(C)c1ccc(N/C=C/C(=O)c2ccc(F)cc2)cc1 | 25 | 8
Cc1cc(C)c2c(N)c(C(=O)c3ccccc3)oc2n1 | 5 | 0
CCN(c1cccc(C)c1)S(=O)(=O)c1cccc(C(=O)O)c1 | -1 | -9
C=CCNc1nnc(-c2ccncc2)s1 | -16 | 31
Cc1nc2nc[nH]c2cc1Br | 3 | -2
CC(Sc1nc2ccccc2s1)C(=O)Nc1nnc(C(C)C)s1 (stereo not given) | 5 | 4

# Other structures:
Structure | FXIIa inh | FXIa inh
Clc1ccc(Oc2nc(N3CCOCC3)nc(N3CCOCC3)n2)cc1 | 3 | 4
Cc1ccc(-c2nc3cc(Cl)ccc3o2)cc1 | 3 | 14
c1ccc(-n2nnnc2Oc2ccc(-n3ccnc3)cc2)cc1 | 2 | -2
COc1ccc(C)cc1S(=O)(=O)Nc1cc(Cl)ccc1Cl | -14 | -4
O=C(Nc1ccc2c(c1)OCCO2)c1cc(-n2cnnc2)ccc1Cl | -2 | -2
CCN(CC)S(=O)(=O)c1ccc(C(=O)NCc2ccc(C)cc2)cc1 | 5 | 5
O=C(NCc1ccccc1)c1ccc2nccnc2c1 | 12 | -1
CC1CN(S(=O)(=O)c2ccccc2)C(C)CN1S(=O)(=O)c1ccccc1 (stereo not given) | 5 | 2
Clc1ccccc1-c1ccc(CN2CCN(c3ccccc3)CC2)o1 | 9 | -11
CC1CCCN(c2nc3c(c(=O)[nH]c(=O)n3C)n2CCSc2nc3ccccc3o2)C1 (stereo not given) | -9 | -10
Cc1ccc(CS(=O)(=O)CCC(=O)NCCC(C)C)cc1 | 5 | -3
CC(=O)c1cc2c(cc1NC(=O)CN1CCOCC1)OCO2 | 4 | -1
Nc1nonc1NC(=O)CSc1nc2ccccc2s1 | -1 | 0
CC(C)OP(=O)(c1ccc(N(C)C)cc1)C(O)c1ccccc1 (stereo not given) | 7 | -10
CN1CCN(C(=S)c2ccc(Cl)cc2)CC1 | 14 | -2

# Further compounds
Structure | FXIIa inh | FXIa inh
CSc1nsc(SC)c1C(=O)N1CCN(S(=O)(=O)c2ccc(C)cc2)C1C(C)C (stereo not given) | 7 | 1
NC(=O)CN1CCN(c2nc(-c3ccc(F)cc3)cs2)CC1 | 7 | 3
COc1ccccc1C1C(C#N)=C(N)Oc2cc(C)n(Cc3ccccn3)c(=O)c21 (stereo not given) | 6 | 7
CCCCCCCCn1c(N2CCN(c3cccc(Cl)c3)CC2)nc2c1c(=O)[nH]c(=O)n2C | 3 | 1
N#CC1=C(N)C(C#N)(C#N)C(c2cccnc2)C2CN(C(=O)OCc3ccccc3)CC=C12 (stereo not given) | -3 | 0
O=C(O)Cc1c(O)ccc2ccccc12 | 6 | -4
COc1ccc2c(c1)c1ncn(CCN3CCCCC3)c(=O)c1n2C | 3 | -8
O=C(c1ccccc1)n1ccc(-c2cnc(-c3ccccc3)s2)n1 | -3 | -5
CCn1c(SCC(=O)NCCc2ccccc2)nc2c(c1=O)SC(C)C2 (stereo not given) | 8 | 1
O=C(O)CCC(=O)Nc1ccccc1C(=O)NC1CCCCC1 | -1 | -3
COc1ccc(C2=NOC(C(=O)NCc3cccs3)C2)cc1OC (stereo not given) | 3 | -4
CC(Sc1nnc(Cc2cccs2)n1C1CCCCC1)C(=O)NCc1ccco1 (stereo not given) | -16 | 26
CCN(c1ccc(NC(=O)CSc2nnc3nc(C)cc(C)n23)cc1)C(C)C | 6 | -12
CCOC(=O)C1=NNC(C(=O)c2ccc(OC)cc2)C1c1ccccc1 (stereo not given) | 7 | 26
Cc1ccc(SCCC(=O)NCC2CCCO2)cc1 (stereo not given) | -1 | 0

# (further entries)
Structure | FXIIa inh | FXIa inh
CCCCNCCCOc1cccc(Cl)c1Cl | 8 | -5
O=C(NCCN=C1NS(=O)(=O)c2ccccc21)c1ccncc1 | 2 | 0
CCCC(=O)Nc1ccc2c(c1)nc(CCNC(=O)c1ccccc1)n2C | 4 | 5
CC1CC(C)CN(Cc2nc(N)nc(Nc3ccccc3)n2)C1 (stereo not given) | 6 | -12
COc1ccc(N2CCC(CNC(=O)Nc3cccc(OC)c3)C2)cc1 (stereo not given) | 3 | 10
Cc1cc(N2CCC(C)CC2)n2ncc(-c3ccccc3)c2n1 | 1 | -4
O=C(Cn1nc(C(F)(F)F)c2c1CCC2)Nc1ccccc1C(F)(F)F | 6 | 2
O=C(NCC(=O)N1CCN(c2ncccn2)CC1)c1cccs1 | 5 | -6
Cc1ccc2nc(NC(=O)CSc3nc4ccccc4o3)sc2c1 | 8 | -7
Cn1c(=O)c(=O)n(C)c2cc(S(=O)(=O)Nc3ccc(OC(F)(F)F)cc3)ccc21 | -5 | 15
CCc1ccc(N2CC(C(=O)NCc3ccco3)CC2=O)cc1 (stereo not given) | 5 | 0
CCc1c(O)nc(SC2CC(=O)N(c3ccccc3)C2=O)[nH]c1=O (stereo not given) | 2 | -2
COCCN(C(=O)c1ccco1)c1nnc(-c2ccc(OC)c(OC)c2)s1 | 2 | 1
COc1ccc(NC2c3ccccc3C(=O)N2c2ccccn2)cc1Cl (stereo not given) | 3 | 4
CC1CCN(C(=O)CSc2nnc(CNC(=O)c3ccco3)o2)CC1 | 2 | -2

# (further entries)
Structure | FXIIa inh | FXIa inh
Cc1c(C=O)cnn1CCC(=O)O | 1 | -2
Cn1ncc(Cl)c1C(=O)Nc1cccc(Cl)c1 | -3 | -6
Cc1ccc(-c2cc(-c3ccccc3)c3c(N)c(S(C)(=O)=O)sc3n2)cc1 | 51* | -5
CCCCCCCCc1nnc(NC(=O)c2ccco2)s1 | -16 | 15
CCOC(=O)N1CCN(Cc2c(F)cccc2F)CC1 | -13 | 20
C=CCN(CC=C)C(=O)C1CCC(C(=O)N(CC=C)CC=C)CC1 (stereo not given) | 4 | -5
Cc1cc(C)c(C#N)c(Oc2ccccc2)n1 | -15 | -2
O=C(Nc1ccc2c(c1)OCO2)c1ccc2nc[nH]c2c1 | 6 | 31
CCOC(=O)N1CCN(CCC(=O)Nc2cccc(Br)c2)CC1 | -3 | -3
Cc1nc2c3cc(Cl)ccc3n(CCN3CCCCC3)c2s1 | 9 | -9
O=C(NCCc1ccccn1)c1cccc(S(=O)(=O)N2CCCCCC2)c1 | -18 | 20
Cc1oc(C(C)(C)C)cc1C(=O)Nc1cccc(C(=O)O)c1 | 5 | 6
COc1ccc(OC)c(CC(NC(C)=O)C(=O)NC2CCN(c3nc(C)cc(C)c3C#N)CC2)c1 (stereo not given) | 4 | -4
CCC(=O)N(Cc1ccccc1)c1ccccn1 | 4 | -9
CC(=O)N1c2c(cc(Br)cc2S(=O)(=O)N2CCN(c3ccccn3)CC2)CC1C (stereo not given) | 6 | -1

# Some of the entries above in a different format:
FXIIa inh | FXIa inh | Compound
5 | 0 | CCc1ccc(N2CC(C(=O)NCc3ccco3)CC2=O)cc1 (stereo not given)
2 | -2 | CCc1c(O)nc(SC2CC(=O)N(c3ccccc3)C2=O)[nH]c1=O (stereo not given)
2 | 1 | COCCN(C(=O)c1ccco1)c1nnc(-c2ccc(OC)c(OC)c2)s1
3 | 4 | COc1ccc(NC2c3ccccc3C(=O)N2c2ccccn2)cc1Cl (stereo not given)
2 | -2 | CC1CCN(C(=O)CSc2nnc(CNC(=O)c3ccco3)o2)CC1
1 | -2 | Cc1c(C=O)cnn1CCC(=O)O
-3 | -6 | Cn1ncc(Cl)c1C(=O)Nc1cccc(Cl)c1
51* | -5 | Cc1ccc(-c2cc(-c3ccccc3)c3c(N)c(S(C)(=O)=O)sc3n2)cc1
-16 | 15 | CCCCCCCCc1nnc(NC(=O)c2ccco2)s1
-13 | 20 | CCOC(=O)N1CCN(Cc2c(F)cccc2F)CC1
4 | -5 | C=CCN(CC=C)C(=O)C1CCC(C(=O)N(CC=C)CC=C)CC1 (stereo not given)
-15 | -2 | Cc1cc(C)c(C#N)c(Oc2ccccc2)n1
6 | 31 | O=C(Nc1ccc2c(c1)OCO2)c1ccc2nc[nH]c2c1
-3 | -3 | CCOC(=O)N1CCN(CCC(=O)Nc2cccc(Br)c2)CC1
9 | -9 | Cc1nc2c3cc(Cl)ccc3n(CCN3CCCCC3)c2s1
-18 | 20 | O=C(NCCc1ccccn1)c1cccc(S(=O)(=O)N2CCCCCC2)c1
5 | 6 | Cc1oc(C(C)(C)C)cc1C(=O)Nc1cccc(C(=O)O)c1
4 | -4 | COc1ccc(OC)c(CC(NC(C)=O)C(=O)NC2CCN(c3nc(C)cc(C)c3C#N)CC2)c1 (stereo not given)
4 | -9 | CCC(=O)N(Cc1ccccc1)c1ccccn1
6 | -1 | CC(=O)N1c2c(cc(Br)cc2S(=O)(=O)N2CCN(c3ccccn3)CC2)CC1C (stereo not given)

# Continuation:
Structure | FXIIa inh | FXIa inh
COc1ccc(CCNC(=O)COC(=O)c2ccc(Br)o2)cc1 | 0 | -2
CCOC(=O)C(NCc1ccccc1OC)(NC(=O)CC)C(F)(F)F (stereo not given) | 5 | -11
CCOC(=O)C1(P(=O)(c2ccc(Cl)cc2)c2ccc(Cl)cc2)CCC1 | 8 | 1
O=C(CN1CCN(c2ncccn2)CC1)NCc1ccccc1 | 3 | 3
Cn1nnnc1SCc1cc(=O)n2ccsc2n1 | 3 | -3
COc1ccc(NC(=O)Nc2ccccc2OC)cc1 | 5 | 0
O=C(NCCO)c1nc2ccccc2s1 | -3 | 0
COc1ccc(NC(=O)CSc2nnc(-c3ccccn3)n2Cc2ccco2)cc1OC | 6 | -3
C=CCn1c(-c2ccc(C)cc2)nc2ccccc21 | 4 | -1
O=c1c2c3c(sc2nc2n1CCCCC2)CCC3 | -3 | 0
COc1ccccc1N1CCN(C(=O)CSc2nc(-c3ccccc3)cc(=O)[nH]2)CC1 | 2 | 2
O=C1/C(=C/c2cccnc2)Oc2cc(OS(=O)(=O)c3ccc(F)cc3)ccc21 | 9 | -4
Cc1ccc(SCCNC(=O)c2ccccc2)cc1 | 6 | 1
COc1cccc(N2C(=O)CC(N3CCN(C(=O)c4ccco4)CC3)C2=O)c1 (stereo not given) | 5 | 0
COc1ccc(NC(=O)CC2C(=O)N(c3ccc(OC)cc3)C(=O)N2C(C)C)cc1 (stereo not given) | 6 | -4

# Going on with the list:
Structure | FXIIa inh | FXIa inh
Brc1cccc(OCCn2ccnc2)c1 | 8 | -8
CC1CCCN(C(=O)CSCC(=O)N=c2sc3ccccc3n2C)C1 (stereo not given) | 4 | -5
CCc1ccc(NC(=O)CSc2nnc(-c3cccs3)n2CC)cc1 | 3 | -4
Cc1cc(Oc2ccccc2F)nc(NCc2ccccc2)n1 | 4 | 7
C=CCn1c(SCC(=O)N2CC(=O)Nc3ccccc32)nc2scc(-c3ccccc3)c2c1=O | 8 | 5
Cc1ccc(S(=O)(=O)N2CCN(S(=O)(=O)c3ccccc3)C2)cc1 | 6 | 0
O=C(CSc1nc2ccccc2n1CC(=O)N1CCOCC1)N1CCCC1 | 5 | 2
CC(C)CC(=O)Nc1ccc(-c2cn3ccsc3n2)cc1 | 6 | 10
O=C(NCC1CCCO1)c1cccc(F)c1 (stereo not given) | -2 | -9
O=C(O)CN1C(=O)SC(Nc2ccccc2C(=O)O)C1=O (stereo not given) | 4 | -8
CN1C(=O)N(C)C(NC(=O)Nc2ccccc2)C1NC(=O)Nc1ccccc1 (stereo not given) | 6 | 5
Brc1c(CSc2nncn2-c2ccccc2)nc2sccn12 | 4 | -2
CC(C)(Oc1ccc(Br)cc1)C(=O)N1CCc2ccccc21 | 3 | -7
Cc1[nH]c2ccccc2c1C(=O)CNc1nccs1 | 5 | -27
COc1ccc(CC(NC(C)=O)C(=O)NC2CCN(c3c4c(nc5ncnn35)CCC4)CC2)cc1 (stereo not given) | 10 | -1
COc1ccc(NC(=O)Nc2ccc(OC)cc2)cc1 | -1 | -1
O=C(COCc1nc2ccccc2c(=O)[nH]1)NCC1CCCCC1 | 9 | 1
COc1ccc(Cl)cc1NC(=O)CCCN1C(=O)CCC1=O | 5 | -6

# A portion of the library; rates above refer to the full screens.
